Assay outcomes deposited in PubChem BioAssay by several laboratories.
GRK2 aptamer HTS = inhibitors of human GRK2 displacing RNA aptamer; 330,000 tested, 0.59% active; inhibition of aptamer binding, % at 10 µM; P25098; bead flow cytometry, FAM-aptamer displacement from GRK2;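 active means inhibition of aptamer binding above 40%, roughly 3 SD of noise, on plates passing a quality check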;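 further: median bead fluorescence of bound FAM aptamer so fluorescent compounds give negative values; no value below 0 was filed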
GLD-1 TGE inh = GLD-1-TGE RNA interaction inhibition (C. elegans) | inhibition, % at 5.96 µM | purified GLD-1 + fluorescein TGE RNA, fluorescence polarization | Q17339 | 320,000 tested, 0.44% active;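 active means percent inhibition above a per-plate cutoff, the plate mean of test compounds plus 3 SD, cut at about 30% in these data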;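 further: 0% = DMSO wells with GLD-1 and probe and 100% = wells lacking GLD-1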
Target sequence (Q17339 whole entry, looked up): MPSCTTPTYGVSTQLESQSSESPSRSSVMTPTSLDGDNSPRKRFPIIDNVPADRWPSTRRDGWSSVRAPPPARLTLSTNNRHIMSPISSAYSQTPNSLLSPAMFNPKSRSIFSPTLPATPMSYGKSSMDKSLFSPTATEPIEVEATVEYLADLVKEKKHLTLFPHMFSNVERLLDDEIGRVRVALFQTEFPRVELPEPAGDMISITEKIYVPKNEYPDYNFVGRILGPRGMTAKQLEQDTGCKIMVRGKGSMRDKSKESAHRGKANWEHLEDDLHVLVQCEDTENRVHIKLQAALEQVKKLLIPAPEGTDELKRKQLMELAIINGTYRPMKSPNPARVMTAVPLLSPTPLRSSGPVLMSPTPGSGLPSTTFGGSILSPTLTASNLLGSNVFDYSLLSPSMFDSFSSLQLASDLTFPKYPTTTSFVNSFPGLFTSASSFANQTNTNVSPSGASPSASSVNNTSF
AGP1 TOR yeast = alters AGP1-GFP fluorescence in TOR pathway yeast screen | S. cerevisiae AGP1-GFP multiplex flow cytometry, 3 h; GFP as percent of DMSO wells | GFP response vs DMSO, % at 10 µM | 320,000 tested, 0.02% active | AID 2066;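 active means GFP response relative to DMSO above a set limit, near screen average plus 3 SD, cut at about 150% in these data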;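 further: median GFP channel fluorescence of the gated AGP1 strain per well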
MEX-5 binding = C. elegans MEX-5 TCR-2 RNA binding activity; Q9XUB2; MEX-5/FITC-TCR2 RNA binding, fluorescence polarization; active compounds read low; activity score (negative = inhibition of binding), % at 10 µM; 300,000 tested, 0.38% active; AID 1832;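 active means inhibition past about -25% in most replicates, and total fluorescence under double the plate's negative control median, limit read from the data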;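 further: 0% = DMSO and -100% = 5 µM competing unlabeled TCR2 RNA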
VLA-4 inh = inhibition in a human VLA-4 binding assay. P13612. VLA-4 expressing cells, ligand binding flow cytometry. inhibition, % (about 7 µM as worked out from the volumes in the protocol). 330,000 tested, 0.2% active. AID 2557; in the data active means inhibition above about 50%
Bcl-xL primary = blocks human Bcl-xL binding to Bim BH3 peptide | inhibition, % at 10.9 µM | Q07817 | 320,000 tested, 0.7% active | GST-Bcl-xL / FITC-Bim BH3 peptide fluorescence polarization;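 active means inhibition above the mean of all tested compounds plus 3 SD, cutoff set per campaign, cut at about 30% in these data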;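 further: 0% = DMSO wells and 100% = unlabeled Bim-BH3 peptide competitor; inhibitors lower millipolarization by displacing the labeled peptide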
Target sequence (Q07817 whole entry, looked up): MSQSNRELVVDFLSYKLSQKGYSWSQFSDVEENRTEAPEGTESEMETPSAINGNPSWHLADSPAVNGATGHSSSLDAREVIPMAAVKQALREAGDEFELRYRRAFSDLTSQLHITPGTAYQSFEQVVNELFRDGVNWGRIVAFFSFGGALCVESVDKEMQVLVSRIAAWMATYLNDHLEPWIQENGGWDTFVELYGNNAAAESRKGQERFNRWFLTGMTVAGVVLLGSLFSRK
MCL1 BIM primary = inhibitors of human MCL1 binding to BIM-BH3 peptide | Q07820 | GST-MCL1 / FITC-Bim-BH3 fluorescence polarization | 320,000 tested, 0.68% active | inhibition, % at 10.9 µM;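 active means inhibition above the mean inhibition of all tested compounds plus 3 SD, set per campaign, cut at about 40% in these data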;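 further: 0% = DMSO wells and 100% = unlabeled Bim-BH3 peptide control; higher means more loss of mP so more displacement of Bim peptide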
Target sequence (Q07820 whole entry, looked up): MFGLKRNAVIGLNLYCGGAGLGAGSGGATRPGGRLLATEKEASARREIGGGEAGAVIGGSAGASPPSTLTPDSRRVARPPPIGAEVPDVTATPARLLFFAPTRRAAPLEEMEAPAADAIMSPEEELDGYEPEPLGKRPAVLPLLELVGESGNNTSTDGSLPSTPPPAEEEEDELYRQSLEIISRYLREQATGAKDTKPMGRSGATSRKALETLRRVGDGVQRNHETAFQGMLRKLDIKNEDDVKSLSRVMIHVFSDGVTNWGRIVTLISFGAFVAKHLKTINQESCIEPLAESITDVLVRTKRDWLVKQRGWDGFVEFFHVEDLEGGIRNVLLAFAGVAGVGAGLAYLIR
CIT2-GFP yeast = modulators of TOR pathway CIT2-GFP in S. cerevisiae. S. cerevisiae CIT2-GFP strain, flow cytometry, 3 h; 100 means same as DMSO wells. 320,000 tested, 0.065% active. GFP response vs DMSO, % at 10 µM;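 active means GFP response relative to DMSO above a set limit, near the screen mean plus 3 SD, cut at about 150% in these data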;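 further: ratio of well median GFP fluorescence to mean of DMSO wells on the plate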
Fam108B inh = Fam108B inhibition, counter-screen for RBBP9 inhibitors | recombinant Fam108B, FP-Rh probe fluorescence polarization | inhibition, % at 9.51 µM | 300,000 tested, 0.33% active;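 active means inhibition above the screen mean inhibition plus 3 SD, computed separately per campaign, cut at about 18% in these data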;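 further: inhibitors lower polarization as less probe binds the enzyme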
Active calls of the source: *; . = not tested or not shown; & = joins results of further samples. An unsorted share of the library. Share with any hit: about 2.2%.

SMILES	GRK2 aptamer HTS	GLD-1 TGE inh	AGP1 TOR yeast	MEX-5 binding	VLA-4 inh	Bcl-xL primary	MCL1 BIM primary	CIT2-GFP yeast	Fam108B inh
COc1cccc(-c2sc3ccccc3c2-c2ccc(OCCN3CCCCC3)cc2)c1	0	0	92	.	45	.	.	81	.
COc1cc(C2c3sc(=O)[nH]c3SC3C4CCC(C4)C23)ccc1O (stereo unspecified)	5	1	104	0.3	-1	4	2	106	1
Cc1ccc(NC(=O)CCSCCc2ccccn2)cc1	3	7	103	-0.3	1	3	-1	100	3
CCCCCCC(=O)N/N=C/c1ccc(Br)cc1	1	7	92	0.6	12	4	-2	95	-3
COc1ccc(N2CCN(C(=O)c3ccc(CNS(=O)(=O)c4cccc(OC)c4)cc3)CC2)cc1	0	0	102	-2.4	2	1	1	98	1
Cn1cnc2cc(NC(=O)c3cccs3)ccc21	0	0	107	0.9	14	2	-4	98	0
CCN1CCN(C(=O)C2CCCN(S(=O)(=O)c3cc(Cl)ccc3Cl)C2)CC1 (stereo unspecified)	3	0	98	1.5	-4	2	9	.	2
Nc1ccc(S(=O)(=O)Nc2ccc(C(=O)c3ccccc3)cc2)cc1	1	-5	105	0.1	11	-4	-2	109	3
CN(C)Cc1nnnn1-c1cccc(-n2nnnc2CN(C)C)c1	0	0	104	-0.9	3	1	-1	101	3
CCn1c(=O)c(C(=O)CN2c3ccccc3CC2C)c(N)n(Cc2ccccc2)c1=O (stereo unspecified)	3	7	99	1.9	-11	11	1	110	1
Cc1ccc(-c2nnc(SCC(=O)N/N=C/c3ccccc3C(=O)O)n2-c2ccc(Cl)cc2)cc1	2	4	104	0.2	0	4	-5	103	0
O=C(Nc1cccc(F)c1)c1ccccc1	0	3	106	-2.0	23	4	-3	91	-4
CC1=NN(C(C#N)c2ccc([N+](=O)[O-])cc2)C(C)(C)C1 (stereo unspecified)	0	-2	102	1.7	15	3	-1	101	2
Cc1ccc(N2CC(NC(=O)C3CC3)CC2=O)cc1 (stereo unspecified)	0	4	103	-0.4	-1	-2	3	111	3
O=C(Nc1cccc(NC(=O)c2ccccc2Cl)c1)c1cccs1	1	-4	94	-1.3	-2	1	12	97	-4
Cc1nc2ccc([N+](=O)[O-])cc2c(=O)n1Cc1cccc(Br)c1	0	-4	93	1.1	-8	-10	-15	101	-2
Cc1n[nH]c(=S)n1-c1ccccc1	1	-2	.	-0.9	1	-3	10	.	-1
CSc1nnc(-c2sc3cc(C(F)(F)F)cnc3c2-c2ccccc2)n1C	1	0	99	2.0	-2	4	2	102	-7
COc1ccc(NS(=O)(=O)c2ccc(O)c(C(=O)OCC(=O)NC3CCCCC3)c2)cc1	4	-3	110	0.7	-2	-5	-5	116	2
O=C1CCCC2=C1C1(CCCCC1)N=C(Nc1nc3ccccc3s1)N2	0	-3	96	.	6	0	6	100	5
O=C(Nc1ccc(S(=O)(=O)Nc2ncccn2)cc1)C1COc2ccccc2O1 (stereo unspecified)	5	9	97	1.7	7	0	2	98	2
O=C(CCn1cnnn1)N1CCCC(Nc2ccc(F)cc2)C1 (stereo unspecified)	5	7	92	-2.8	-8	5	2	99	8
COC(=O)COC(=O)c1ccccc1NC(=O)c1ccccc1	0	-23	90	-0.2	-4	1	-8	102	6
COC(=O)CNC(=O)CSc1nc2c(sc(=S)n2-c2ccccc2)c(=O)[nH]1	0	.	106	3.4	14	.	.	105	.

Part of the list above, limited to MCL1 BIM primary and CIT2-GFP yeast:
Structure	MCL1 BIM primary	CIT2-GFP yeast
CC1=NN(C(C#N)c2ccc([N+](=O)[O-])cc2)C(C)(C)C1 (stereo unspecified)	-1	101
COC(=O)CNC(=O)CSc1nc2c(sc(=S)n2-c2ccccc2)c(=O)[nH]1	.	105

Other results
SMILES	GRK2 aptamer HTS	GLD-1 TGE inh	AGP1 TOR yeast	MEX-5 binding	VLA-4 inh	Bcl-xL primary	MCL1 BIM primary	CIT2-GFP yeast	Fam108B inh
Cc1ccccc1-n1nc(C)c2cc(C(=O)N3CCOCC3)sc21	0	3	102	1.1	5	1	-2	97	-1
COCC(C)(C)COS(N)(=O)=O	0	0	86	1.2	-1	-1	-2	77	2
COC(=O)c1sc(S(=O)(=O)Nc2ccc(Br)cc2)c(C(=O)OC)c1C	0	3	101	.	-7	9	3	89	1
Cc1ccc(NC(=S)N(Cc2ccc(Br)cc2)Cc2ccc(C(=O)O)cc2)cc1C	0	8	99	0.2	3	7	11	90	-1
CC1(c2ccccc2)CC(C)(C)N2C(=O)/C(=C3\SC(=S)NC3=O)c3cccc1c32 (stereo unspecified)	4	-2	97	-0.7	15	10	25	98	10
Cc1ccc(S(=O)(=O)N2CCN(C(=O)CCC(=O)OCC(=O)Nc3cccc(C#N)c3)CC2)cc1	7	-4	103	-1.0	10	1	3	95	0
CC1Cc2ccccc2N1C(=O)CN1CCc2ccccc2C1 (stereo unspecified)	2	1	95	-1.0	2	-4	2	93	3
COc1ccccc1-n1c(-c2ccccc2)c[n+]2c1CCc1ccccc1-2	0&0	10&-2	89&106	2.8&0.2	-2&9	-2&6	-6&4	96&112	0&-3
CCc1ccc(NC(=O)Cn2c(=O)n(CCC(=O)NC3CCN(Cc4ccccc4)CC3)c(=O)c3ccccc32)cc1	0	2	107	2.4	-8	-3	3	109	1
CCCCN(CC)CCCNC(=O)c1cc2c(=O)n(C)c3ccccc3c2n1C	0	-2	106	-0.4	3	5	9	109	4
CN1CCN(S(=O)(=O)c2ccc(NC(=O)Cc3ccc([N+](=O)[O-])cc3)cc2)CC1	0	1	91	-2.9	-2	3	4	97	-1
CCN(c1ccccc1)S(=O)(=O)c1nnc(NC(=O)c2ccco2)s1	2	4	101	-0.4	27	2	1	101	0
C/C(=N/NC(=O)Cc1cccn1C)c1ccccc1	0	3	96	-0.6	-8	1	8	95	1
O=C(NCCS(=O)(=O)NCc1ccccc1)c1ccc2c(c1)OCO2	1	5	103	-0.7	6	-3	-2	89	0
O=C(c1cn(-c2ccccc2)nc1-c1ccccc1)N1CCN(c2ccccn2)CC1	2	5	99	-0.5	0	8	2	96	0
C=CCOC(=O)C(C#N)c1nc2ccccc2nc1N1CCC(C(=O)OCC)CC1 (stereo unspecified)	0	-5	100	-8.7	-27	-7	-18	107	-1
COc1ccc(NC(=O)N2CCn3c2nc2ccccc23)cc1	0	-1	101	-1.1	-7	6	3	106	1
CCCCNC(=S)Nc1ccc2[nH]c(=O)[nH]c2c1	0	3	104	3.9	13	6	4	105	-5
CCN(CC(=O)Nc1ccc(C(=O)OC)cc1)Cc1ccccc1	0	-12	104	-1.9	-13	-10	-23	103	0
COc1cc(C#Cc2c(-c3cncn3C)n(C)c3ccc(-c4ccc5cc[nH]c5c4)cc23)cc(OC)c1	5	1	94	.	-10	.	.	82	.
Cn1c(=O)[nH]c(=O)c2c1nc(N1CCCC1)n2CC(O)COc1ccccc1 (stereo unspecified)	0	9	107	-1.8	39	-5	-7	107	0
O=C(Cn1cnc2cc([N+](=O)[O-])ccc2c1=O)NCCc1ccc(F)cc1	4	5	99	-0.9	3	13	-4	98	2
O=C(O)c1ccccc1SCc1cn2ccccc2n1	0	3	99	-0.9	-3	3	9	98	-1
CC1CN(C(=O)c2cc([N+](=O)[O-])cc([N+](=O)[O-])c2)CC(C)O1 (stereo unspecified)	0	7	107	0.2	10	2	7	107	4
CCCCCCn1nc(C(=O)N(CC(C)C)c2c(N)n(CCCC)c(=O)[nH]c2=O)c2ccccc2c1=O	1	1	84	1.2	-13	-5	-8	92	1
COC(=O)c1ccc(NC(=O)CN(c2ccc(C)cc2)S(=O)(=O)c2c(C)n[nH]c2C)cc1	2	1	104	-2.1	0	5	0	112	1
O=C1NC[C@H](c2ccccc2)N(CCc2cccc3ccccc23)C1=O	0	7	100	0.6	-18	2	-1	98	1
COc1ccccc1NC1=C(N2CCCCC2)C(=O)c2ccccc2C1=O	2	11	90	-2.6	-2	17	15	100	7
CC(C)C[C@@H](CO)N1CCN(Cc2ccccc2)CCC1=O	1	-2	84	-0.3	-4	4	5	90	2
Cc1nc2ccc(S(=O)(=O)NCC(=O)N(C)Cc3ccccc3)cc2s1	0	9	88	-2.0	-28	1	1	83	1
CCCc1cc(=O)[nH]c2nnc(SCC(=O)Nc3ccc(NC(C)=O)cc3)n12	1	-7	100	0.5	12	4	7	92	1
COc1cc2nc(N(C)CCCNC(=O)C3CCCO3)nc(N)c2cc1OC (stereo unspecified)	2	-6	104	0.6	19	-2	6	96	7
CCOC(=O)c1cc(S(=O)(=O)N(C)Cc2ccccc2)cn1C	3	4	105	0.4	16	9	8	100	3
COc1cc(C)ccc1OCc1cc(C(=O)N2CCCCCCC2)no1	2	1	90	-1.4	-2	1	3	96	2
O=C(COC(=O)c1ccc(O)cc1)Nc1nccs1	0	-2	101	-0.3	0	2	9	99	1
Cc1nc2c3ccccc3nc(NNC(=O)CCC(=O)NC(C)C)n2n1	0	1	110	-42*	14	5	5	107	-2
Cc1c(NC(=O)C(C)OC(=O)COc2ccc(C#N)cc2)c(=O)n(-c2ccccc2)n1C (stereo unspecified)	0	2	105	-3.1	24	-2	-3	99	-1
CCOc1ccccc1NC(=S)N1CCCc2ccccc21	0	-9	104	-3.3	13	4	7	96	0
C=CCCCCCCCCc1nc(SCC(C)=O)n[nH]1	2	-4	100	5.4	-1	4	1	93	0
C#CCOCCOCCOCCNc1nc(N2CCN(C(=O)CCCCCCCCCCNC(=O)Cn3cc(CCCCCN)nn3)CC2)nc(N2CCN(C(=O)CCCCCCCCCCNC(=O)[C@@H](CCC(=O)O)n3cc(CCCCCN)nn3)CC2)n1	0	0	84	.	-1	3	10	88	-3
COC(=O)C(=O)C/C(=N/Nc1ncnc2ccccc12)c1ccc(Cl)cc1	0	-24	99	0.6	-16	-36	-43	109	1
Cc1sc(NC(=O)C2CCCCC2)c(C#N)c1-c1ccccc1	0	-5	99	1.8	-1	-6	-15	103	-5
CCN(CC)CCn1c2ccc(F)cc2c2nc(C)sc21	0	4	103	-2.8	19	2	1	101	-1
COc1cc(C(=O)Nc2nc3ccc4nc(C)sc4c3s2)cc(OC)c1OC	1	-1	75	1.4	-13	-1	-3	64	-16
CC(C)CN(C(=O)COC(=O)CCCc1nc2ccccc2s1)c1c(N)n(Cc2ccccc2)c(=O)[nH]c1=O	1	6	107	-1.0	6	2	-2	94	-2
Cc1ccc(C(=O)CNc2cccc([N+](=O)[O-])c2)cc1	0	8	92	-11	1	11	16	92	-2
CCN1C(=O)CC(N2CCC(Nc3ccc(OC)cc3)CC2)C1=O (stereo unspecified)	0	8	103	.	4	9	13	101	3
COc1ccccc1C(=O)Nc1nnc(-c2ccc(Cl)cc2)o1	1	4	97	1.1	13	0	-1	91	-2
Cc1ccc(CNC(=O)Cn2cccc2)cc1	0	2	85	-0.1	12	10	4	90	3
O=C(Nc1ccccc1)C1CCN(S(=O)(=O)c2ccc3c(c2)OCCO3)CC1	0	-1	110	-0.5	3	-1	-4	108	1
NC(=O)c1ccc(NC(=O)COc2ccc([N+](=O)[O-])cc2Cl)cc1	4	1	103	-3.0	5	-1	-8	102	0
O=C(COC(=O)c1ccccc1F)Nc1cc(S(=O)(=O)N2CCOCC2)ccc1N1CCCC1	0	2	99	-3.7	16	-5	-2	94	-3
